FID counter: compounds displacing fluorescent DNA intercalator, primary screen, artefact control for HCV NS3 helicase inhibitor project, biochemical, FID fluorescence; DNA fluorescent intercalator displacement; inhibition, % at 7.9 µM; actives 0.17% (n = 290,000); in the data active = inhibition above about 37%;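 also: 0% = vehicle and 100% = reference compound; higher means more ethidium bromide displaced from hairpin DNA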
VIM-2 inhibitor: VIM-2 metallo-beta-lactamase inhibitors, primary screen, biochemical, epi-absorbance readout, Pseudomonas aeruginosa enzyme; purified VIM-2, nitrocefin hydrolysis, epi-absorbance fluorescence; inhibition, % at 5.6 µM; actives 0.89% (n = 290,000); AID 1527, 2009;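 active = inhibition above the mean of all tested compounds plus 3 SD, cutoff set per screening run, cut at about 7.5% in these data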;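 also: red hydrolysis product quenches plate fluorescence so inhibitors raise well fluorescence; 0% = enzyme with DMSO and 100% = DMSO without enzyme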
IDE cell activ: human IDE activators in live cells, primary screen, fluorescence polarization, HEK cells, FAbeta-B substrate. Insulin-degrading enzyme (Homo sapiens), P14735. FAbeta-B cleavage; 0% vehicle, 100% cell-free pure enzyme wells. activation, % at 5.96 µM. actives 0.073% (n = 340,000);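 active = activation above the mean of all tested compounds plus 3 SD, set per screening campaign, cut at about 17% in these data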
Target sequence (P14735 whole entry, looked up): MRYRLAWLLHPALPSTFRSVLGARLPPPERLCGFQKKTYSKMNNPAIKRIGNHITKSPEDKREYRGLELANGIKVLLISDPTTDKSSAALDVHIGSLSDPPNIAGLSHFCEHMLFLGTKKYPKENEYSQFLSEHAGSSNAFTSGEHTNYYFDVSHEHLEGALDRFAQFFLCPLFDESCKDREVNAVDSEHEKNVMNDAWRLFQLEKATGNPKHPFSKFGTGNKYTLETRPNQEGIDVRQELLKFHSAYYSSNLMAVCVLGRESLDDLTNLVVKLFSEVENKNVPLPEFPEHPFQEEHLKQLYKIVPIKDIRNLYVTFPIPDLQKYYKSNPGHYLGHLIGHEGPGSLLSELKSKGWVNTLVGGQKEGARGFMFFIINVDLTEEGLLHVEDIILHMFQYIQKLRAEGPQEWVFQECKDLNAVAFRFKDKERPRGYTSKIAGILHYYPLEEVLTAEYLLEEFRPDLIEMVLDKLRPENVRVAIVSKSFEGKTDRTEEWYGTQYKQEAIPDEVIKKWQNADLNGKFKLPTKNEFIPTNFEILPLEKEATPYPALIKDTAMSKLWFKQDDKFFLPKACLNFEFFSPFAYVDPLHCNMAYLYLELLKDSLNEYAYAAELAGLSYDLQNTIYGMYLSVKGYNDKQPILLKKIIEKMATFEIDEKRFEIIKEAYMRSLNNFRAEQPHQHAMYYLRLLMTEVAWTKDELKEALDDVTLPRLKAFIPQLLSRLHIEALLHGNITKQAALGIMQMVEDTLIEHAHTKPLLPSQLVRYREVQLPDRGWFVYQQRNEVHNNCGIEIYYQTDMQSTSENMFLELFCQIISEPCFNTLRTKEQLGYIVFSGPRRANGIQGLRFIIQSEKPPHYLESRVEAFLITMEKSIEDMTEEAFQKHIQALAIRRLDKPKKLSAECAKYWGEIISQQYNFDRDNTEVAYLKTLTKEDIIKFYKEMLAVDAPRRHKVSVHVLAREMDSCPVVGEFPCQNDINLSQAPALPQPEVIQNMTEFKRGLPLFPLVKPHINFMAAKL
SUMO HTRF inh: inhibitors of in vitro SUMOylation cascade, primary screen, biochemical, HTRF, uHTS | SUMO-conjugating enzyme UBC9 (Homo sapiens), P63279 | HTRF SUMOylation assay, SAE1/SAE2 + UBC9 | inhibition, % at 35 µM | actives 0.36% (n = 290,000); in the data active = inhibition above about 50%, passing the limit was not always enough; also: strong numbers were not always called active
IMP-1 inhibitor: IMP-1 metallo-beta-lactamase inhibitors, primary screen, biochemical, epi-absorbance readout, Pseudomonas aeruginosa enzyme | purified IMP-1, nitrocefin hydrolysis, epi-absorbance fluorescence | inhibition, % at 5.6 µM | actives 0.45% (n = 290,000) | AID 1556, 2009;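 active = inhibition above the mean plus 3 SD of all compounds in the same screening run, cut at about 4.5% in these data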;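 also: 0% = IMP-1 with DMSO and 100% = DMSO wells lacking enzyme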
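System: Purified recombinant IMP-1 metallo-beta-lactamase enzyme | Measured by: Fluorescence quenching readout, ex 480/em 530 nm | Replication: Singlicate | Incubation: 15 min preincubation plus 25 min reaction at 25 °C | Evaluation: Percent inhibition from optical density relative to buffer-blank wells | Benchmarks: DMSO with and without IMP-1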
pCIP destab: p/CIP-EGFP fusion destabilizers, primary screen, fluorescence, F442A cells. 16 h. decrease of EGFP signal, % at 10 µM. actives 0.01% (n = 290,000);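 active = EGFP signal decrease of at least 30% at 10 µM or well 3 SD below plate mean, unless failing retest; inactive = the rest, including hits failing retest or dose response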; also: some compounds called inactive have numbers as strong as hits; many of its hits are not listed in these tables
IDE cell inh: human IDE inhibitors in live cells, primary screen, fluorescence polarization, HEK cells, FAbetaB substrate; Insulin-degrading enzyme (Homo sapiens), P14735; FAbetaB cleavage; inhibition, % at 5.59 µM; actives 0.41% (n = 320,000); AID 434962, 2010;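 active = percent inhibition above the average of all tested compounds plus 3 SD, set per screening campaign, cut at about 16% in these data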;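 also: IDE supplied by intact live HEK cells; FP after avidin binding of uncleaved biotin substrate so inhibition keeps polarization high; 0% = DMSO wells and 100% = 60 µM reference IDE inhibitor Ii1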
M18AAP inhibitor: PfM18AAP inhibitors, malaria aminopeptidase, primary screen, biochemical, QFRET, recombinant enzyme. H-Glu-NHMec fluorogenic cleavage. inhibition, % at 7.35 µM. actives 1.2% (n = 290,000);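 active = inhibition above the campaign mean inhibition over all tested compounds plus 3 SD, cut at about 28% in these data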;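 also: 0% = plate median of test compound wells and 100% = 2 mM ZnCl2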
NS3 helicase inh: inhibitors of HCV NS3 helicase, primary screen, biochemical, Cy5 molecular beacon fluorescence; inhibition, % at 10.9 µM; NS3 helicase DNA unwinding; actives 0.56% (n = 290,000); Hepatitis C virus NS3 helicase; AID 1800, 2009;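 active = inhibition above the mean of all tested compounds plus 3 SD, set per campaign, cut at about 35% in these data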;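 also: 0% = DMSO wells and 100% = thioflavine S control wells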
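Test system: hepatitis C virus NS3 helicase domain fragment enzyme. Also added: annealed dual-labelled DNA beacon duplex, ATP-started. Timing: 60 min unwinding reaction at 25 °C after ATP addition. Technique: Cy5 fluorescence. Measure: % inhibition of unwinding.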
The depositor's hits bear a star; / = not tested or not shown.

SMILES | FID counter | VIM-2 inhibitor | IDE cell activ | SUMO HTRF inh | IMP-1 inhibitor | pCIP destab | IDE cell inh | M18AAP inhibitor | NS3 helicase inh
COc1ccc(CC2S/C(=N/N=C/c3ccc(O)cc3)NC2=O)cc1 (configuration not stated) | -4 | -1.2 | 6 | 31 | -1.0 | -9 | -3 | -15 | 2
CCc1nnc(NC(=O)CSc2nc3c(c(=O)n2C)SC(C)C3)s1 (configuration not stated) | -6 | -3.2 | -30 | 3 | -3.0 | 3 | 17* | 4 | -1
COc1ccc(OC)c(Nc2nc(-c3ccc(O)c(O)c3)cs2)c1 | 3 | -3.3 | 0 | 2 | -0.8 | -16 | -5 | 56* | 14
CC(=O)Nc1ccc(S(=O)(=O)N(Cc2ccccc2)C(C)C)cc1 | -14 | -3.0 | 0 | -3 | -4.4 | -7 | 2 | -4 | -19
COc1cccc(CNC2CCCc3ccccc32)c1OC (configuration not stated) | 1 | -0.7 | -10 | 3 | -1.7 | 3 | -3 | -6 | -7
CN(C(=O)c1ccc2c(c1)OCO2)C1CCCCC1 | -12 | -0.1 | 2 | -6 | -0.2 | 0 | 4 | -2 | 0
COCCCNC(=O)COc1cc(C)c(Cl)c(C)c1 | -10 | -2.9 | 2 | 21 | -4.9 | -9 | 3 | -11 | -2
c1ccc(C[n+]2cccc3c4ccccc4ccc32)cc1 | 8 | -3.7 | 4 | 13 | -2.3 | -22 | 1 | 4 | 1
COc1cc2c(cc1OC)CN(CC(=O)Nc1cccc(C)c1)CC2 | -3 | -2.4 | 1 | 10 | -0.2 | -20 | -1 | 1 | -1
O=C(O)c1ccc(N2C(=O)c3cccc4cccc(c34)C2=O)cc1 | -9 | -0.5 | 0 | -2 | -1.4 | 2 | / | -2 | 13
COc1ccc(N2CCN(CC(O)COc3ccccc3[N+](=O)[O-])CC2)cc1 (configuration not stated) | 10 | -1.2 | -3 | -4 | -1.6 | 3 | 1 | 1 | -12
COc1ccc(NC2c3ccccc3C(=O)N2c2ccccn2)cc1 (configuration not stated) | -4 | -2.0 | 12 | 17 | -2.3 | 0 | -1 | -4 | -8
CCCCn1c(C)cc(C)c(S(=O)(=O)c2ccccc2C)c1=O | -24 | -1.8 | 3 | 2 | -2.2 | -10 | 4 | -17 | -2
CN(C)c1ccc(/C=N/NC(=O)c2nonc2N)cc1[N+](=O)[O-] | 12 | -5.9 | 0 | 27 | -2.1 | -18 | -2 | 6 | 1
Cc1ccc(C)c(C(=O)COC(=O)Cn2c(C)csc2=O)c1 | -17 | -0.4 | 6 | 2 | -2.0 | -25 | -3 | -1 | 5
CC(Oc1ccc2c3c(c(=O)oc2c1)CCCC3)C(=O)NCC(O)c1ccccc1 (configuration not stated) | -29 | 4.7 | -4 | 6 | -1.3 | 0 | -1 | -11 | -5
CC1CCCCN1CCCNC(=O)CN1C(=O)c2cccnc2Oc2ccc(Cl)cc21 (configuration not stated) | 4 | -2.3 | 3 | 0 | -1.8 | -2 | 9 | -11 | 0
O=C(NCCCNCCCNC(=O)c1ccccn1)c1ccccn1 | -1 | -2.2 | -1 | 17 | -1.8 | -17 | 6 | -3 | 0
CC(=O)Nc1ccc(NC(=O)CCCSc2nc3ccccc3[nH]2)cc1 | -6 | -3.2 | -2 | 27 | 7.8* | -7 | -3 | 5 | -3
COc1cc(S(=O)(=O)N2CCOCC2)ccc1NC(=O)CN1c2cccc3cccc(c23)S1(=O)=O | -23 | 0.9 | 1 | 5 | -3.2 | -2 | 5 | -7 | 2

Quoted from the listing:
CC1CCCCN1CCCNC(=O)CN1C(=O)c2cccnc2Oc2ccc(Cl)cc21 (configuration not stated) @ pCIP destab = -2
COc1cc(S(=O)(=O)N2CCOCC2)ccc1NC(=O)CN1c2cccc3cccc(c23)S1(=O)=O @ IDE cell inh = 5
CN(C)c1ccc(/C=N/NC(=O)c2nonc2N)cc1[N+](=O)[O-] @ IMP-1 inhibitor = -2.1

Next results
SMILES | FID counter | VIM-2 inhibitor | IDE cell activ | SUMO HTRF inh | IMP-1 inhibitor | pCIP destab | IDE cell inh | M18AAP inhibitor | NS3 helicase inh
Cn1c(Nc2ccc(Cl)cc2)cc(=O)n(C)c1=O | 0 | -2.6 | 2 | -4 | -3.6 | 0 | -5 | -13 | -2
Cc1ccc(NC(=O)CCc2ccc(C)o2)cc1 | -7 | -1.8 | -2 | 5 | -3.6 | -22 | 3 | -3 | 7
COc1ccc(Cl)cc1NC(=O)C/C(C)=N/NC(=O)c1ccc(O)cc1 | -4 | -3.0 | 5 | 8 | -4.7 | -5 | / | 0 | -4
COC(=O)c1ccc(NC(=S)NC2CCCCC2)cc1 | -11 | -3.1 | 6 | 4 | -1.4 | -8 | -4 | 5 | -1
Cn1c(=O)c2c(ncn2CC(=O)N2CCc3ccccc3C2)n(C)c1=O | -3 | -2.7 | -1 | 7 | -1.1 | -13 | 0 | -2 | 3
Cc1ccccc1CCN1CCCC(CN(C)CC(C)(C)C)C1 (configuration not stated) | -2 | 0.7 | 4 | 7 | -0.8 | -1 | 1 | -2 | 2
FC(F)(F)c1cc(CCN2C(=S)NC[C@@H]2CC2CCCCC2)cc(C(F)(F)F)c1 | / | / | 3 | -1 | / | -4 | -5 | / | /
COC(=O)CSc1nnc(-c2ccccn2)n1N | -3 | -2.6 | 6 | 18 | -1.9 | -16 | 9 | -14 | -1
Cc1cc(Cl)nc(-c2ccccc2O)n1 | 0 | -1.7 | 4 | 2 | -1.9 | -15 | -4 | 0 | 0
O=C(NCC1OCCc2ccccc21)c1ccco1 (configuration not stated) | -12 | -1.5 | 4 | -6 | 0.2 | -8 | -1 | 2 | 10
O=C(Nc1cccc(O)c1)C(=O)Nc1ccccn1 | -1 | -1.7 | -6 | -6 | -1.6 | -8 | 3 | 2 | -2
O=C(O)CC(NC(=O)COc1ccccc1)c1cccc([N+](=O)[O-])c1 (configuration not stated) | -4 | -2.1 | / | -8 | -1.9 | -3 | 5 | -1 | -3
NS(=O)(=O)c1ccc(CCNC(=O)c2cccc(OC(F)F)c2)cc1 | -10 | -0.8 | 0 | -8 | -0.3 | -7 | -3 | 4 | -14
COc1cc2c(cc1OC)C(c1ccccc1OC(C)C)CC(=O)N2 (configuration not stated) | -22 | -0.6 | -2 | 7 | -1.4 | -16 | -1 | 0 | -5
CCNc1c(NC(C)=O)c(=O)oc2ccccc12 | -4 | -4.3 | 1 | 12 | -3.0 | -18 | -2 | -1 | -9
Cc1cccc(CSc2nc3c(c(=O)[nH]2)CCC3)c1 | -4 | -3.6 | 1 | 16 | -3.3 | -4 | -4 | -3 | -3
O=C(Cn1nnc(-c2ccccc2)n1)N1CCCCC1 | -4 | -3.5 | 7 | 18 | -2.4 | -8 | 5 | -8 | -8
Cc1nc(CS(=O)(=O)c2ccccc2)cc(Sc2ccccc2Cl)n1 | -16 | -0.8 | 5 | 17 | -1.6 | -10 | -4 | -11 | 0
O=C(NCCCn1ccnc1)c1nc(Cn2cc(Br)cn2)no1 | 1 | -1.1 | 7 | 3 | -2.2 | -4 | -3 | 2 | 9
Cn1c(=Nc2ccc(N3CCOCC3)cc2)ccc2ccccc21 | 2 | 2.6 | 7 | 14 | 1.7 | -8 | 5 | 1 | 0

Profiles as entered above. Order of screens: FID counter, VIM-2 inhibitor, IDE cell activ, SUMO HTRF inh, IMP-1 inhibitor, pCIP destab, IDE cell inh, M18AAP inhibitor, NS3 helicase inh
Cc1ccc(NC(=O)CCc2ccc(C)o2)cc1 in the list: -7, -1.8, -2, 5, -3.6, -22, 3, -3, 7
O=C(NCCCn1ccnc1)c1nc(Cn2cc(Br)cn2)no1 in the list: 1, -1.1, 7, 3, -2.2, -4, -3, 2, 9
c1ccc(C[n+]2cccc3c4ccccc4ccc32)cc1 in the list: 8, -3.7, 4, 13, -2.3, -22, 1, 4, 1

The list continues.
SMILES | FID counter | VIM-2 inhibitor | IDE cell activ | SUMO HTRF inh | IMP-1 inhibitor | pCIP destab | IDE cell inh | M18AAP inhibitor | NS3 helicase inh
O=C1CCCc2sc3c(c2N1)CCCCC3 | -6 | -4.7 | 4 | 7 | -4.8 | -9 | -2 | -9 | -5
CCCn1nc2cc(C(=O)NCCc3cccs3)ccc2c1OCC | -19 | -1.7 | -4 | 20 | -1.6 | 10 | 4 | 1 | -10
Cc1ccc(S(=O)(=O)NC2c3cccc4cccc(c34)C2Sc2nncn2C)cc1 (configuration not stated) | -29 | -3.0 | -2 | -21 | -3.3 | -8 | 9 | -3 | -14
O=C(NC1CCCN(Cc2ccccc2F)C1)C1CCC1 (configuration not stated) | -4 | 0.1 | 2 | -1 | -1.2 | 3 | 4 | -5 | 0
COC(=O)C1=NNC(C(=O)c2ccco2)C1c1ccccc1 (configuration not stated) | -2 | 0.4 | -4 | 1 | -0.7 | -3 | 3 | 3 | -7
Cc1ccc2nc(SCC(=O)NNC(=O)c3ccccc3)[nH]c2c1 | -8 | -2.9 | -1 | 2 | -3.2 | -2 | -1 | 0 | 1
Cc1cc2nnc(SCC(=O)OC(C)C)n2c2ccccc12 | -13 | 2.4 | 7 | 11 | 1.5 | -8 | 2 | -11 | 0
O=S(=O)(NNc1ccc(Cl)nn1)c1ccc(F)cc1 | 3 | -0.9 | -1 | 0 | 0.6 | 12 | 1 | 69* | -4
CCOC(=O)Cn1nc(-c2ccccc2)c2cnc3ccc(CC)cc3c21 | -5 | -0.5 | 2 | 16 | -1.6 | -12 | 5 | 6 | -7
COc1ccc(C2/C=C\CN(C(=O)c3ccccc3)CC(=O)N2Cc2ccc(F)cc2)cc1 (configuration not stated) | / | / | 0 | -9 | / | -3 | -1 | / | /
CCN(CC)c1ccc(NC(=O)Cn2c(C(C)NC(=O)c3ccc(C)cc3)nc3ccccc32)cc1 (configuration not stated) | 0 | -4.6 | 4 | 12 | -2.1 | -9 | / | 7 | -8
CCOC(=O)c1[nH]c(C)c(C(=O)/C=C/c2ccc(C(=O)O)cc2)c1C | -27 | -1.3 | 1 | 3 | -3.8 | 1 | 2 | 10 | 8
CCCN1CCC(NCc2cn(C)nc2-c2ccc(Oc3ccccc3)cc2)CC1 | 39* | 2.2 | 8 | 6 | -0.8 | 2 | 2 | 2 | -61
Cc1nc2ccccc2c2oc(C(=O)N3CCC(N4CCCCC4)CC3)cc12 | 19 | 60* | 7 | 10 | 0.2 | 2 | 0 | -2 | -6
CCN1CCN(C(=O)/C=C\C(=O)O)CC1 | 5 | -3.2 | -2 | -16 | -2.4 | 5 | 2 | -11 | 6
OCCC1CN(Cc2ccc3ncccc3c2)CCN1Cc1ccccc1 (configuration not stated) | -3 | -2.4 | 1 | 15 | -2.7 | -11 | 4 | 9 | -10
O=C(c1ccco1)N1CCN(S(=O)(=O)c2ccc(C3CCCCC3)cc2)CC1 | -3 | -0.1 | 6 | -4 | -4.0 | -9 | 2 | -1 | -1
